Bioassay records deposited in PubChem by National Center for Advancing Translational Sciences (NCATS).
HTT cytoprotect – cytoprotection in Huntington HTT-Q103 PC12 cell model; AID 1471; PC12 HTT-Q103 induced, cytoprotection, ATP luminescence, 40 h; Potency, µM (series often up to 56.4 µM), inactives show cytoprotection (ATP increase), usual class: activators; actives 0.14% (n = 230,000);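 also: % of control where 0% means no effect; nearly all actives have a fitted effect of over 45% in size; toxic huntingtin expression switched on by the ecdysone agonist tebufenozide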
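Stable PC12 Q103-GFP cells in serum-supplemented, phenol red-free DMEM; induction by tebufenozide at 100 nM final; compound dose series; cell viability quantified luminescently from ATP.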
Tau FP inhib – inhibitors of human tau fibril formation | K18 P301L tau heparin fibrillization, Alexa594 FP, 6 h | actives 0.39% (n = 280,000) | P10636 | Potency, µM (top dose mostly 57.7 µM), without a hit: top-dose activity, negative = inhibition, most hits filed as inhibitors; also: % is scaled to controls: 0 for no effect and ±100 for the full control effect; nearly all actives have a fitted effect of over 55% in size
Target sequence (P10636 561-689 P618L limits assumed): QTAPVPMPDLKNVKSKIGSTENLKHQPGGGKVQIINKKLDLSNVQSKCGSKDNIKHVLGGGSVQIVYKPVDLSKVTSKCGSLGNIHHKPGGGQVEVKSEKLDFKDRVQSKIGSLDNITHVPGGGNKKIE
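Heparin (20 uM) drove fibril formation of recombinant tau K18 P301L, 15 uM unlabeled with 0.24 uM Alexa 594 label, for 6 hr at 37 C in 100 mM sodium acetate pH 7. Fluorescence polarization (555/632 nm) read 1 hr after 30 uM ThT.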
GAA glycogen mod – alters human alpha-glucosidase cleavage of glycogen; AID 2100; actives 0.38% (n = 300,000); recombinant GAA, glycogen substrate, Amplex Red glucose oxidase fluorescence; Potency, µM (highest dose often 76.4 µM), inactives show at the highest dose activity change, negative = inhibition, hits mostly inhibitors;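 also: 0% = full enzyme reaction and -100% = no-enzyme basal signal; the screen sought inhibitors and activators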
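qHTS, 1536-well; enzyme 4 nM final; cpd up to 77 uM; substrate bovine liver glycogen 30 ug; 50 mM citrate/phosphate pH 5.0, 0.01% Tween-20; 37 C, 40 min; Amplex Red detection 45 min RT; Hill fit → AC50.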
Tau fluor cs – counter-screen for tau fibril formation inhibitors; tau K18 P301L Alexa594 fluorescence, heparin fibrillization; Potency, µM (top dose mostly 57.7 µM), inactives show at the top dose activity change, negative = decrease; actives 0.93% (n = 280,000); also: % is scaled to controls: 0 for no effect and ±100 for the full control effect; nearly all actives have a fitted effect of over 55% in size
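Human tau K18 P301L (15 uM unlabeled, 0.24 uM Alexa 594-labeled) in 100 mM sodium acetate pH 7 with 20 uM heparin, 6 hr at 37 C. ThT 30 uM added, 1 hr ambient; Alexa 594 FP and total fluorescence read at 555/632 nm.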
GLA spleen mod – inhibits or activates alpha-galactosidase in human spleen homogenate | P06280 | human spleen homogenate, 4MU-alpha-Gal fluorescence, 40 min | Potency, µM (top dose mostly 80 µM), for the others: at the top dose activity change, negative = inhibition, actives largely listed as inhibitors | actives 0.008% (n = 240,000) | AID 2107;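 also: 0% = enzyme with vehicle and -100% = no enzyme basal signal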
Target sequence (P06280 32-429 limits assumed): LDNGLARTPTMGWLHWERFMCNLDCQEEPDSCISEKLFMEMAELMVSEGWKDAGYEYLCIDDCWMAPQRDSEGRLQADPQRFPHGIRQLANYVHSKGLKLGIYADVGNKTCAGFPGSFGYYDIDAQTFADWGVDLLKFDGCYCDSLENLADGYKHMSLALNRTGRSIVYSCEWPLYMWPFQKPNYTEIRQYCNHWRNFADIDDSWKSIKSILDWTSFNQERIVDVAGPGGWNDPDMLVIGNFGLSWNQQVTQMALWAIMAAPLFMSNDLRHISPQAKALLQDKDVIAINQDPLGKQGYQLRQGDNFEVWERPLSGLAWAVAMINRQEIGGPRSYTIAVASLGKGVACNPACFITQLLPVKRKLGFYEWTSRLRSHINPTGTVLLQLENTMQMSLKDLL
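qHTS titration in buffer at pH 5.0. Alpha-galactosidase activity in spleen homogenate was measured via 4-methylumbelliferone release from 1 mM fluorogenic substrate after 40 min at 37C and a pH 10 stop. AC50 came from Hill fits of control-normalized data.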
Tau ThT inhib – tau fibrillization inhibition (ThT binding); P10636; recombinant tau K18 P301L, heparin-induced fibrillization, ThT fluorescence; Potency, µM (top dose mostly 57.4 µM), without a hit: top-dose activity, negative = inhibition, actives largely listed as inhibitors; actives 2.1% (n = 270,000); AID 1460; also: % is scaled to controls: 0 for no effect and ±100 for the full control effect; nearly all actives have a fitted effect of over 55% in size
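Fibril formation assay: tau K18 P301L at 15 uM with trace Alexa 594 label, heparin inducer 20 uM, pH 7 sodium acetate buffer, 37 C for 6 hr; endpoint ThT signal.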
GAA spleen mod – lysosomal alpha-glucosidase (human) modulation. Potency, µM (top dose mostly 79.9 µM), inactives show at the top dose activity change, negative = inhibition, most hits filed as inhibitors. human spleen homogenate, 4-MU-alpha-glucoside fluorescence. actives 0.006% (n = 240,000). P10253;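 also: 0% = enzyme with vehicle and -100% = no enzyme basal signal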
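Compounds were titrated against alpha-glucosidase in spleen homogenate at pH 5.0, with 1 mM 4-methylumbelliferyl substrate for 40 min at 37 C. Reactions were quenched with pH 10 NaOH/glycine and fluorescence measured.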
GAA inh – alpha-glucosidase (human) inhibition | P10253 | purified human GAA, 4-MU-alpha-glucoside fluorescence | Potency, µM (doses to about 76.9 µM), without a hit: at the highest dose activity change, negative = inhibition, most hits filed as inhibitors | actives 0.005% (n = 200,000);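 also: plate controls were uninhibited enzyme wells for no effect and no-enzyme background for full effect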
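qHTS format, compound range up to 77 uM. Human lysosomal enzyme at 4 nM, 400 uM 4-MU glucoside substrate, pH 5.0, 20 min room temperature; fluorescence after alkaline stop gives activity normalized to controls.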
An asterisk follows results filed as active; u = inconclusive; x = not tested or not shown; & = joins results of further samples; [ ] = remark or other dose. Calls follow the shape of the dose curve; as a rule, active = well fitted curve in the direction sought with a large enough effect; inconclusive = small, poorly fitted or top-dose-only effect, or another doubt; inactive = no such curve, though single readings can be large; an effect the other way counts as inactive or inconclusive. Potency is read from the fitted curve at half-maximal effect.

SMILES | HTT cytoprotect | Tau FP inhib | GAA glycogen mod | Tau fluor cs | GLA spleen mod | Tau ThT inhib | GAA spleen mod | GAA inh
CCC(C)(C)n1nnnc1C(c1ccc(Cl)cc1)N1CCN(C)CC1 (configuration not stated) | 11% | 7% | 1% | 6% | 6% | -3% | u | 9%
O=C(CN1CC[n+]2c(-c3cccs3)csc21)c1ccc(Br)cc1 | 9%[10 µM] | -4% | u | -20% | -12% | u | -7% | -3%[15.4 µM]
COc1ccccc1NC(=O)c1cc2ccc(O)cc2o/c1=N\O | -46%[inhibitor] | 5% | -9% | u | 12% | 7.1µM* | -3% | -4%
CNCC[C@H](Oc1ccccc1OC)c1ccccc1 | -4% | 1% | x | -9% | 2% | -12% | 2% | x
Cc1cc(C)n2ncc(/C(N)=N/OC(=O)Nc3ccc(Cl)cc3)c2n1 | -18%[10 µM] | -4% | u | -29% | -1% | -6% | 1% | -12%
CS/C(N)=N/N=C/c1cc(C)ccc1O | -55%[inhibitor][10 µM] | 8% | 1% | -20% | -1% | u | 1% | x
O=C(NCc1ccc2c(c1)OCO2)C1CCC(CNc2c(N3CCCC3)c(=O)c2=O)CC1 (configuration not stated) | 10%[10 µM] | -3% | 1% | -10% | -1% | -12% | -7% | -5%
Cc1cc(C(=O)OCC(=O)NC(C)(C)C)c2ccccc2n1 | 11% | -2% | 6% | 2% | 7% | 3% | -1% | -3%
CCOC(=O)c1cn(Cc2ccc(Cl)cc2Cl)c2cc(C)nn2c1=O | 21%[10 µM] | 1% | -7% | -10% | 1% | -8% | -13% | 1%
Cc1ccc(S(=O)(=O)CCc2nnc(NC(=O)c3ccccn3)s2)cc1 | -1% | -4% | 2% | -7% | 4% | 5% | 3% | -6%
COc1cccc(OC)c1C(=O)NC(=S)NCc1ccccc1 | -20% | -6% | 5% | -9% | -3% | -3% | -4% | u
COC(=O)C1C(=O)C2=C(CC1C)NC(=O)CC2c1ccc(F)cc1 (configuration not stated) | 8% | 2% | -4% | 4% | -4% | 6% | x | -3%
c1csc(CSc2nc3ccccc3s2)c1 | -9% | -13% | -9% | -15% | 0% | -12% | -2% | -12%
O=C(Nc1ccc(O)cc1)/C(=C\C=C\c1ccccc1)NC(=O)c1ccccc1 | 6%[10 µM] | -6% | -20% | 18µM*[quencher] | 1% | u | 5% | x
COc1ccccc1N1C(=O)N(CC(=O)C(C)(C)C)c2ccccc2S1(=O)=O | x | -2% | -2% | -6% | x | -1% | x | x
CC1CCCN(CCOCCOc2ccc(Cl)cc2Br)C1 (configuration not stated) | -52%[inhibitor] | 5% | -3% | 1% | 4% | -5% | -5% | -6%
COc1cccc(Nc2cc(C)nc3ccccc23)c1 | 3%[10 µM] | -3% | -3% | -7% | 8% | -7% | 1% | -4%
COc1ccc(OC)c(NC(=O)CN(c2ccc(C(C)C)cc2)S(=O)(=O)c2c(C)noc2C)c1 | -8% | 12% | -2% | -30% | -7% | -11% | -12% | -13%[15.4 µM]
Cc1ccc(OCCCCn2cnc3ccccc32)cc1 | -56%[inhibitor] | 0%&0% | 1% | -5%&-8% | -1% | -12%&-16% | -10% | 1%
N#Cc1cccnc1Nc1cccc(Cl)c1 | -14%[0.074 µM] | -10% | -2% | 6% | 7% | 8% | -5% | -1%
COc1ccc(N2CCN(C(=O)CSc3ncnc4c3cnn4-c3ccc(OC)cc3)CC2)cc1 | -5% | 5% | 4% | -7% | -2% | -11% | 6% | -2%
Cc1ccc(C(=O)Nc2cc(-c3nc4ncccc4o3)ccc2C)c(C)c1 | x | u | -5%[76.3 µM] | -17% | x | u | x | x
COc1ccc(-n2c(SCC(=O)Nc3ccc([N+](=O)[O-])cc3OC)nc3ccccc32)cc1 | 13%[10 µM] | 5% | 8% | -18% | -2% | 2% | 2% | -8%
COc1cccc(C(=O)NC(=O)Nc2ccc(-n3nc(C(F)(F)F)cc3C(F)(F)F)cc2)c1 | x | 2% | -8%[76.3 µM] | -15% | x | -11% | x | x
CCCCNC(=O)[C@@H](c1ccccc1)N1Cc2ccccc2C1=O | x | 4% | 2%[76.3 µM] | -5% | x | -5% | x | x
COc1nc(NCCO)nc(Nc2ccccc2F)n1 | -30%[inhibitor] | -1% | 2% | -5% | 6% | -4% | 3% | 5%
COc1ccc(CC(=O)Nc2cccc(C(=O)O)c2C)cc1 | -11%[0.074 µM] | -4% | -1% | -4% | 0% | -9% | -8% | 0%
COc1ccc(-c2[nH]ncc2CN2CCN(Cc3cccs3)CC2)cc1F | 7%[10 µM] | 14% | -20% | 11% | 10% | 2% | 6% | 6%
COc1ccccc1NC(=O)CCSc1ccc(C)cc1 | -15% | 0% | 13% | -3% | -5% | -6% | -7% | 9%
COc1ccc(-c2[nH]ncc2C=O)cc1OC | x | 5% | -4% | 9% | 3% | -10% | 0% | -10%

Six records picked at random from those above, as already listed:
SMILES | HTT cytoprotect | Tau FP inhib | GAA glycogen mod | Tau fluor cs | GLA spleen mod | Tau ThT inhib | GAA spleen mod | GAA inh
COc1ccccc1NC(=O)CCSc1ccc(C)cc1 | -15% | 0% | 13% | -3% | -5% | -6% | -7% | 9%
CC1CCCN(CCOCCOc2ccc(Cl)cc2Br)C1 (configuration not stated) | -52%[inhibitor] | 5% | -3% | 1% | 4% | -5% | -5% | -6%
CCCCNC(=O)[C@@H](c1ccccc1)N1Cc2ccccc2C1=O | x | 4% | 2%[76.3 µM] | -5% | x | -5% | x | x
COc1cccc(C(=O)NC(=O)Nc2ccc(-n3nc(C(F)(F)F)cc3C(F)(F)F)cc2)c1 | x | 2% | -8%[76.3 µM] | -15% | x | -11% | x | x
COc1ccc(CC(=O)Nc2cccc(C(=O)O)c2C)cc1 | -11%[0.074 µM] | -4% | -1% | -4% | 0% | -9% | -8% | 0%
COc1nc(NCCO)nc(Nc2ccccc2F)n1 | -30%[inhibitor] | -1% | 2% | -5% | 6% | -4% | 3% | 5%

The listing continues.
SMILES | HTT cytoprotect | Tau FP inhib | GAA glycogen mod | Tau fluor cs | GLA spleen mod | Tau ThT inhib | GAA spleen mod | GAA inh
CN1CCN(CCCNC(=O)c2ccc3c(c2)N(Cc2ccccc2)CCS3)CC1 | -23% | u | 15% | -24% | u | -9% | 18% | u
CCOc1ccccc1Oc1c(C)oc2c(CN3CCN(CCO)CC3)c(O)ccc2c1=O | -9% | -9% | 0% | -6% | 7% | -12% | 3% | -2%
CCN1CCN(c2nc3sc4c(c3c3ncnn23)CC(C)CC4)CC1 (configuration not stated) | -34% | -1% | 9% | -5% | -2% | -7% | -1% | 1%
CCOC(=O)CSc1cc(CS(C)(=O)=O)nc(-c2ccccn2)n1 | -25% | 2% | 2% | 4% | 0% | 2% | -3% | -17%
Cc1ccc(Nc2nc(Nc3ccc(C)cc3)nc(SC3=NCCS3)n2)cc1 | 15% | u | -8% | u | 3% | u | 1% | -3%
CN(O)/C=C1\C(=O)Nc2ccccc21 | -54%[inhibitor] | u | -17% | -20% | -14% | u | -9% | -3%
O=C(COC(=O)c1sc2ccccc2c1Cl)Nc1ncc(Cl)cc1Cl | 18%[10 µM] | 6% | 11% | -10% | 3% | -17% | -1% | -1%
Cc1cc(Cl)ccc1OCc1n[nH]c(=S)n1C1CCCCC1 | 2%[10 µM] | 0% | -26% | u | 0% | u | -14% | u
COc1ccc(C2NC(=O)CS2)cc1OC (configuration not stated) | 3% | -1% | -13% | 6% | 5% | 8% | 2% | 2%
CC(C)=C1C2CCC1C1C(=O)N(CCc3ccccc3)C(=O)C21 (configuration not stated) | x | -8% | -10% | -5% | 1% | -4% | 2% | -6%
O=C(C1CCCN(S(=O)(=O)c2ccccc2)C1)N1CCCc2ccccc21 (configuration not stated) | 14%[10 µM] | 2% | -7% | -9% | -1% | -7% | 0% | -5%
Cc1cc(NC(=O)Cn2nc(C(F)(F)F)c3c2CCC3)n(-c2ccccc2)n1 | -1%[10 µM] | -3% | 8% | -3% | 2% | -1% | -12% | -5%[15.4 µM]
CCCN(CCC)C(=O)c1ccc2c(=O)n(Cc3ccco3)c(=S)[nH]c2c1 | -22%[10 µM] | 0% | 0% | -3% | 7% | -15% | -2% | 1%
Cc1ccc(CCNC(=O)CCNS(=O)(=O)c2ccc3c(c2)oc(=O)n3C)cc1 | 1% | 2% | 1% | -3% | 1% | -9% | -5% | -4%
CS(=O)(=O)N(CCc1ccccc1)CC(=O)Nc1ccc(OCc2ccccc2)cc1 | -47%[inhibitor] | u | 11% | u | -15% | -12% | -6% | -10%
NC(=O)c1c(NC(=O)c2cc3ccccc3o2)sc2c1CCC2 | -36% | -7% | 0% | -16% | 0% | u | -24% | 1%
C=CCNC(=S)NNC(=O)c1ccc(OC(C)C)cc1 | -4%[10 µM] | 4% | 26% | -8% | -3% | -14% | -6% | -2%
O=C(O)CC(NC(=O)C1CCCCC1)c1cc([N+](=O)[O-])ccc1Cl (configuration not stated) | -39%[inhibitor] | -7% | u | -3% | -5% | -5% | 7% | -5%
CC(=O)c1ccc(N(C(=O)c2csnn2)C(C(=O)NC(C)(C)C)c2cccs2)cc1 (configuration not stated) | 5%[10 µM] | -4% | 7% | -11% | 3% | -7% | -3% | -1%
CCN(CC)c1ccc2c(c1)OC(N)=C(C#N)C2c1cccnc1 (configuration not stated) | -153%[inhibitor][0.074 µM] | 14% | u | -23% | -4% | -15% | -4% | -19%
COC(=O)c1ccccc1NC(=O)c1cnn2c(C(F)F)cc(C3CC3)nc12 | -5% | -3% | 7% | 2% | 30% | 2% | -1% | u
O=C(Nc1cccc(Br)c1)c1ccc2nc(N3C(=O)CCC3=O)sc2c1 | -36% | -15% | -6% | u | -3% | -11% | -2% | -3%
C=CCNC(=O)c1ccc(-c2nc(-c3ccc(Cl)c(Cl)c3)cs2)cc1 | -35% | u | 9% | -13% | -5% | -11% | -6% | 2%
Cn1c(CNC(=O)c2ccco2)nnc1SCC(=O)Nc1cccc(Br)c1 | 5% | -4% | 22% | -13% | -14% | 3% | 0% | -1%
Fc1ccc(Nc2ncnc3onc(-c4ccc(Cl)cc4)c23)cc1Cl | x | -13% | 13%[76.3 µM] | u | x | 1% | x | x
